Source: PubChem BioAssay
Pol iota inh – qHTS for Inhibitors of Polymerase Iota | DNA polymerase iota (Homo sapiens), Q9UNA4 | Pol iota fluorescent replication assay, 10 min | Potency, µM (titrated, usually from 115 µM), inactives show at the highest dose activity, negative = inhibition, usual class: inhibitors | AID 588590, 2011 | hit rate 1% among 390,000
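Pol iota at 10 nM preincubated 15 min with compounds at room temperature; reaction started with fluorescent substrate, 50 nM final. Fluorescence read kinetically at 0 and 10 min; buffer-only wells as negative control.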
HP1b binding inh – HTS for Inhibitors of HP1-beta Chromodomain Interactions with Methylated Histone Tails; AlphaScreen HP1-beta / biotin-H3K9me3 peptide binding; Potency, µM (top dose mostly 114 µM), for inactives: at the highest dose activity change, negative = inhibition, hits mostly inhibitors; Chromobox protein homolog 1 (Homo sapiens), P83916; hit rate 0.56% among 390,000; AID 540317, 2011; also: nearly all actives have a fitted effect of over 70% in size; inactives centre near 23
Target sequence (P83916 whole entry, looked up): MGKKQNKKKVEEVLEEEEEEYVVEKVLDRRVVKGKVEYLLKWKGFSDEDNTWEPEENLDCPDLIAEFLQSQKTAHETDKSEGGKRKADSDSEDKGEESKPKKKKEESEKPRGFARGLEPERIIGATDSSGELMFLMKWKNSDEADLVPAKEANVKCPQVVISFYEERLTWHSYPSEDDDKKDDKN
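AlphaScreen: HP1-beta (50 nM) preformed 30 min with biotin-H3(1-18)K9me3 peptide (50 nM) in PBS pH 7.4, 0.01% Tween-20. Compound added for 30 min at RT, then streptavidin donor/nickel chelate acceptor beads (10 ug/mL) for 30 min.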
Pin1 inh – qHTS Assay to Find Inhibitors of Pin1; hit rate 0.009% among 390,000; AID 504891, 2011; Potency, µM (series often up to 115 µM), for the others: top-dose activity, negative = inhibition, actives largely listed as inhibitors; Pin1 FP peptide displacement, HiFluor488, 10 min; Peptidyl-prolyl cis-trans isomerase NIMA-interacting 1 (Homo sapiens), Q13526; active = well fitted inhibition curve with a large enough effect in the polarisation, with a control signal flat, not every such curve was filed as active; inconclusive = small, poorly fitted or top-dose-only effect, or effect the other way, or a change in a side signal; inactive = no such curve, though single readings can be large or run the other way; the % refers to the polarisation; also: % is scaled to controls: 0 for no effect and ±100 for the full control effect
Target sequence (Q13526 whole entry, looked up): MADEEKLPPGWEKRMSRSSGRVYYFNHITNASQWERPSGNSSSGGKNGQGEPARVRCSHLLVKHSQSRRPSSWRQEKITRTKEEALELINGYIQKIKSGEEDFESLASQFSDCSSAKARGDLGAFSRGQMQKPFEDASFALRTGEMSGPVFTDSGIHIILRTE
G9a block – qHTS Assay for Inhibitors of Histone Lysine Methyltransferase G9a; G9a H3K9 monomethylation, AlphaScreen, 2 h; hit rate 8.8% among 350,000; Potency, µM (titrated, usually from 102 µM), inactives show top-dose activity, negative = inhibition, most hits filed as inhibitors; also: % is scaled to controls: 0 for no effect and ±100 for the full control effect; nearly all actives have a fitted effect of over 75% in size
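Compounds were preincubated with 20 nM G9a for 15 min, after which biotinylated H3K9 peptide (500 nM) and SAM (20 uM) started a 2 h room-temperature reaction. Monomethylated product was quantified by antibody-based AlphaScreen chemiluminescence.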
BAZ2B block – qHTS Assay for Inhibitors of BAZ2B; AlphaScreen BAZ2B-H3K14Ac peptide displacement; Bromodomain adjacent to zinc finger domain protein 2B (Homo sapiens), Q9UIF8; hit rate 4.4% among 360,000; Potency, µM (titrated, usually from 114 µM), for the others: top-dose activity change, negative = inhibition, usual class: inhibitors; also: % is scaled to controls: 0 for no effect and ±100 for the full control effect; nearly all actives have a fitted effect of over 60% in size
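Multi-concentration screen (max 110 uM) measuring displacement of acetylated histone H3 peptide from BAZ2B by AlphaScreen, using 50 nM protein, 50 nM peptide and 10 ug/mL streptavidin donor plus Ni-chelate acceptor beads.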
JMJD2A Tudor – qHTS Assay for Inhibitors of JMJD2A-Tudor Domain; AlphaScreen JMJD2A-Tudor / H3K4me3 peptide binding; AID 504339, 2011; Potency, µM (top dose mostly 114 µM), for inactives: at the highest dose activity change, negative = inhibition, most hits filed as inhibitors; hit rate 4.4% among 390,000; also: % is scaled to controls: 0 for no effect and ±100 for the full control effect; nearly all actives have a fitted effect of over 50% in size
BLM inh – qHTS Assay for Inhibitors of Bloom's syndrome helicase (BLM). RecQ-like DNA helicase BLM (Homo sapiens), P54132. recombinant BLM DNA unwinding, fluorescence dequenching. Potency, µM (series often up to 56.1 µM), for inactives: at the top dose activity change, negative = inhibition, usual class: inhibitors. hit rate 0.2% among 350,000;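 also: plate controls were vehicle for no effect and no enzyme for full effect; nearly all actives have a fitted effect of over 35% in size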
Tb PGK inh – qHTS Assay to Find Inhibitors of Phosphoglycerate Kinase; AID 602233, 2012; PGK/GAPDH coupled, Kinase-Glo luminescence, 60 min; Potency, µM (top dose mostly 57.5 µM), for inactives: at the highest dose activity change, negative = inhibition, most hits filed as inhibitors; hit rate 0.043% among 380,000; Phosphoglycerate kinase, glycosomal (Trypanosoma brucei brucei), P07378; also: % is scaled to controls: 0 for no effect and ±100 for the full control effect; nearly all actives have a fitted effect of over 60% in size
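Recombinant glycosomal PGK reaction used 1,3-bisphosphoglycerate generated in-well by GAPDH (100nM final) in 100mM TEA pH 7.6, 5mM MgCl2, 0.01% Tween-20. After 60 minutes at room temperature, ATP was read by Kinase-Glo Plus luminescence end-point.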
GLS inh – qHTS for Inhibitors of Glutaminase (GLS); Glutaminase kidney isoform, mitochondrial (Homo sapiens), O94925; GLS enzymatic activity, qHTS titration; Potency, µM (top dose mostly 45.5 µM), for inactives: at the top dose activity change, negative = inhibition, hits mostly inhibitors; hit rate 0.21% among 410,000; AID 624170, 2012; also: % is scaled to controls: 0 for no effect and ±100 for the full control effect
Target sequence (O94925 whole entry, looked up, canonical isoform): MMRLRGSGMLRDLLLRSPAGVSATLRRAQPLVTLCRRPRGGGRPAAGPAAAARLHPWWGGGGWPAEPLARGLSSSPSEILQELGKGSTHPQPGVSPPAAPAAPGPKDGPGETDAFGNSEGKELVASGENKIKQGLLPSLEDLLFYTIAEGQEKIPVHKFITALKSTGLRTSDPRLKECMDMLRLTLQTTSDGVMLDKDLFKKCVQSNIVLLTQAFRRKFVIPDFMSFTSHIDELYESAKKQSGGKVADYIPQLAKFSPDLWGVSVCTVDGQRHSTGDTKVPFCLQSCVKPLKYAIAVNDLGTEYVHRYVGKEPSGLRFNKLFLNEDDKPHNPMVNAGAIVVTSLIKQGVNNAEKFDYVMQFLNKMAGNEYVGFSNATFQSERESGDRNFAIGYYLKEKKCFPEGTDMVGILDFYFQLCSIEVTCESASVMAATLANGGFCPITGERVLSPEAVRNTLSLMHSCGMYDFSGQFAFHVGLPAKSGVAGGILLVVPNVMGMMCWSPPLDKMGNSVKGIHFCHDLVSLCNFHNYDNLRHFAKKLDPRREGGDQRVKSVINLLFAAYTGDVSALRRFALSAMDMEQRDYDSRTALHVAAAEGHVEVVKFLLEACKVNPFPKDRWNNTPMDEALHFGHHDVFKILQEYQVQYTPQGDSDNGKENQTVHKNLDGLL
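Assay buffer: 45 mM KH2PO4 pH 8.2, 0.02% Tween-20. hKGA acts on L-glutamine (1 mM solution added); product glutamate is reported by an oxidase/peroxidase Amplex Red coupling, with fluorescence taken at baseline and 30 min.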
* hit, by the source's call; i = inactive; ? = inconclusive; · = no result given; & = joins results of further samples; [ ] = dose if it differs, or a comment. Unless noted, calls follow the shape of the dose curve; as a rule, active = well fitted curve in the direction sought with a large enough effect; inconclusive = small, poorly fitted or top-dose-only effect, or another doubt; inactive = no such curve, though single readings can be large; an effect the other way counts as inactive or inconclusive. Potency is read from the fitted curve at half-maximal effect.

Value order: Pol iota inh, HP1b binding inh, Pin1 inh, G9a block, BAZ2B block, JMJD2A Tudor, BLM inh, Tb PGK inh, GLS inh
COc1ccc(NC(=O)CSc2nccn2Cc2ccccc2)cc1
    12.3%, 9.8%, -8.7%, ?, -35.3%, -27.6%, -0.4%, -3.9%, -0.2%
CCC(C)[C@H](N)C(=O)NC[C@H]1CC[C@H](C(=O)N[C@@H](Cc2ccccc2)C(=O)O)CC1 (stereo partly specified)
    10.8%, 26.4%, 5.3%, 0.5%, 5.6%, 3.0%, -1.2%, 7.5%, 5.4%
Cc1cc(C)c(S(=O)(=O)N2CCC(C(=O)NCc3ccncc3)CC2)c(C)c1
    33.2%[activator], 7.7%, -1.3%, -5.4%[12.7 µM], -7.3%, -12.5%, -5.0%, -6.7%, -0.5%
COc1ccc(OC)c(S(=O)(=O)N(C)CC(=O)Nc2ccc3c(c2)OCO3)c1
    14.6%, 33.4%, ?, -6.9%[59 µM], -4.4%, -12.0%, -2.0%, 1.2%, 13.7%
O=C(NC1CCCCC1)C(c1ccccc1)N1CCOCC1 (stereo unspecified)
    13.9%, 30.0%, -1.8%, 62.5%[activator][59 µM], 0.0%, 6.9%, -0.5%, 1.1%, 0.9%
COCCn1c(=O)[nH]c2cc(C(=O)N3CCN(c4ccc(Cl)cc4)CC3)ccc2c1=O
    104.0%&4.4%[activator], 3.9%&20.8%, -5.6%&-16.1%, 22.3%, 4.3%&5.3%, -8.8%&-14.3%, -2.9%&-0.9%, 7.3%&-7.2%, -2.5%&13.0%
CCOC(=O)Cc1ccc(NC(=O)NCc2c(-n3cccc3)sc3c2CCCC3)cc1
    8.9%, 46.9%[activator], -4.7%, -40.1%[59 µM], -17.6%, -17.9%, -2.7%, 1.1%, -3.9%
COc1cccc(NC(=S)NC(=O)c2c(Cl)c(C)nn2C)c1
    2.1%, -5.1%, 1.1%, -48.2%[59 µM], -6.3%, 89.1µM*, -3.9%, 21.2%, 13.4%
O=c1oc(-c2cccs2)nc2scc(-c3cccs3)c12
    -7.9%, 147.2%[activator], ?, 133.7%[activator][59 µM], 81.4%[activator], 53.8%[activator], -10.0%, 0.4%, 2.9%
COc1ccc(S(=O)(=O)NCC2CCCN(C(=O)c3sccc3C)C2)cc1 (stereo unspecified)
    7.8%, 37.9%, 2.7%, -4.2%, -5.8%, -7.3%, -2.0%, -2.3%, 7.6%
CCc1nnc(NC(=O)CSCc2cc(=O)n3ccsc3n2)s1
    6.5%, 34.6%, 3.1%, 9.7%[0.0925 µM], -5.3%, -11.7%, 0.8%, -6.5%, 20.1%
COc1ccc(/C=C(/NC(=O)c2ccccc2)C(=O)N/N=C/c2ccc3c(c2)OCO3)cc1OC
    -1.6%, 35.5%[activator], ?, 5.8%[59 µM], -4.2%[57.1 µM], -11.6%, -4.5%, -12.9%, 2.7%
CN(C(=O)c1cc2nc(-c3ccco3)cc(C(F)(F)F)n2n1)c1ccc(OC(F)(F)Cl)cc1
    -10.3%, 26.0%, 26.8%, -7.9%[59 µM], -7.5%, -16.4%, -0.9%, -3.4%, -15.0%
O=C(c1ccc(OC2CCN(CCc3ccccc3)CC2)cc1)N1CCCC(O)C1 (stereo unspecified)
    14.4%, 12.1%, 2.0%, 0.0%, 2.7%, -14.4%, 0.4%, -5.3%, 0.0%
CC[C@]12c3[nH]c4ccccc4c3CCN1C(=O)C(CC(=O)NCCCn1ccnc1)C[C@@H]2C(=O)N1CCN(C(=O)C2CC2)CC1 (stereo partly specified)
    -6.9%, 12.6%, 0.6%, ·, ·, -8.2%, ·, 4.9%, 11.1%
COc1ccc(OCCn2c(NC(=O)c3ccco3)nc3ccccc32)cc1
    0.1%, 12.2%, 2.0%, 30.8%, -4.5%, -30.7%, -3.6%, -12.0%, 9.6%
CCCN(CCC)c1ccc(/C=C/c2ccc3cc(OCC)ccc3n2)cc1
    -9.7%, 100.3%[activator], ?, -5.5%, 37.3%[activator], 45.2%[activator], -5.3%, -1.4%, 3.8%
O=C(NC1CCCCC1)NC1CC2CCC(C1)N2Cc1nnnn1Cc1ccc2c(c1)OCO2 (stereo unspecified)
    -4.5%, 31.3%, -7.9%, -11.6%[0.501 µM], -2.9%, 5.5%, -2.4%, -2.5%, -8.1%
O=S(=O)(NCC1CCCO1)c1ccc2ccccc2c1 (stereo unspecified)
    0.3%, -20.9%, -1.1%, 18.4%[59 µM], 1.1%, ?, 0.1%, -7.2%[11.5 µM], 18.9%
Cc1cc(C)cc(NC2=CC(c3cccc(F)c3)N(c3cc(C)cc(C)c3)C2=O)c1 (stereo unspecified)
    4.8%, 21.4%, 5.0%, 2.3%[59 µM], -17.9%, -9.0%, -3.9%, ·, 0.3%
CCCCn1cc(S(=O)(=O)c2ccc(OC)cc2)c(=O)c2cc(F)c(F)cc21
    31.3%[activator], 16.8%, -5.5%, 7.1%[59 µM], -3.4%, -11.6%, -0.4%, -2.5%, -2.2%
COc1ccccc1/C=C/C(=O)/C=C/c1ccccc1O
    63.9%[activator], -0.5%, 33.8%[activator], ?, ?, -22.3%, -7.3%, -7.3%, 5.7%
N#Cc1c(NC(=O)CSc2ncnc3c2cnn3-c2ccccc2Cl)sc2c1CCCC2
    5.2%, -1.4%, -1.8%, ?, 1.4%, -28.4%, -1.8%, 1.5%, 11.4%
CCOC(=O)c1cnn(CCOC(=O)C(C)(C)C)c1NC(=O)C(C)(C)C
    -8.6%, 47.5%[activator], 5.5%, 32.2%[12.7 µM], 6.0%, 2.6%, -0.3%, i, -2.9%
CCOC(=O)c1ccc(NC(=O)Nc2c(C)nn(C)c2C)cc1
    25.4%, 25.4%, -13.2%, -0.3%[59 µM], -8.5%, 9.1%, -1.8%, -8.5%, -0.6%
O=C1CN(S(=O)(=O)c2ccc(Br)cc2)c2ccccc2N1
    16.8%, 25.6%, -3.4%, -4.4%, 2.9%, -10.3%, -2.0%, i, -1.8%
Cc1nn(C(C)(C)C)c(OC(=O)c2cccc(F)c2)c1Sc1ccccc1
    44.2%[activator], 110.0%[activator], 2.2%, 82.6%[activator][59 µM], 70.6%[activator], 64.5%[activator], -8.4%, i, -7.0%
CN(C(=O)COc1ccc2ccc(=O)oc2c1)C1CCS(=O)(=O)C1 (stereo unspecified)
    16.5%, 55.2%[activator], -6.4%, 44.6%[activator], -12.1%, -2.8%, 1.2%, i, -2.3%
Cn1ccnc1SCC(=O)Nc1cccc(C(F)(F)F)c1
    -22.3%, 14.5%, -6.1%, -4.2%[12.7 µM], -3.5%, -14.6%, -2.8%, -5.1%, 5.2%
CN(C)CCN(C(=O)CCS(=O)(=O)c1ccccc1)c1nc2c(F)cccc2s1
    -20.4%, 41.7%[activator], -7.1%, 28.2µM*, -26.3%, -19.6%, -6.4%, -9.2%, -11.9%
CS(=O)(=O)c1cccc(C(=O)OCCCC(=O)c2ccccc2)c1
    22.6%, 31.4%, -0.7%, ·, ·, -9.8%, ·, -1.3%, 1.8%
Nc1cc(C(=O)O)c(N)c2c1C(=O)c1ccccc1C2=O
    20µM*, 14.1µM*, ?, ?, 14.1µM*, ?, -19.1%, ?, ?
Cc1cccn2c(=O)c3cc(C(=O)NCC4CCCO4)c(=N)n(CCc4ccccc4)c3nc12 (stereo unspecified)
    24.0%, -0.1%, -1.3%, 0.7%, -1.3%, -14.5%, 0.0%, i, -9.0%
COc1ccccc1CNC(=O)COC(=O)c1cc(=O)c2ccccc2o1
    -7.8%, 42.1%[activator], -3.4%, ·, ·, -13.0%, ·, i, -7.3%
O=C(NCCNCc1ccc(F)cc1)c1ccco1
    9.5%, ?, -2.6%, 7.94µM*, 50.1µM*, 3.55µM*, -2.8%, -4.9%, -4.0%
CC(NC(=O)C(Cc1ccccc1)n1cccc1)c1ccccc1 (stereo unspecified)
    16.6%, 13.1%, 19.6%, 0.4%, -28.5%, -13.0%, -5.6%, -1.4%, -4.3%
CCCCC(CC)COC1(c2ccccc2)OC(=O)c2ccccc21 (stereo unspecified)
    -13.3%[58.9 µM], 115.7%[activator], -2.6%, 259.3%[activator], 75.6%[activator], 100.6%[activator], -10.4%, -13.4%, -12.8%
CCn1cc(C=C2C(=O)c3ccccc3C2=O)c2ccccc21
    18.5%, 12.9%, ?, 5.6%[59 µM], -28.7%, ?, -0.7%, -3.7%, -0.1%
COc1ccc(C)cc1Nc1n[n+](-c2ccccc2)c(-c2ccc(NC(C)=O)cc2)s1
    ?, 42.4%, 5.8%, 31.6µM*, ?, -29.7%, -1.9%, i, -2.8%
CCCCCCCC(=O)N/N=C/c1cccnc1
    28.3%, 29.0%, 1.8%, -5.9%, 4.6%, -13.8%, -1.3%, -3.9%, -3.7%
CCC(CC)C(=O)Oc1c(Sc2ccccc2[N+](=O)[O-])c(C)nn1C(C)(C)C
    26.8%, ?, -3.9%, 31.6µM*, ?, -35.2%, 0.0%, i, 3.8%
CCN(c1ccccc1)S(=O)(=O)c1ccc(Cl)c(NC(=O)COC(=O)c2cccc(OC)c2O)c1
    -24.7%, 20.2%, 12.4%, 24.9%[59 µM], -8.0%, -9.7%, -3.3%, -0.4%, 2.8%

Part of the list above with just BLM inh and Tb PGK inh:
Molecule	BLM inh	Tb PGK inh
CCCCC(CC)COC1(c2ccccc2)OC(=O)c2ccccc21 (stereo unspecified)	-10.4%	-13.4%
CCn1cc(C=C2C(=O)c3ccccc3C2=O)c2ccccc21	-0.7%	-3.7%

A portion of the library. The share of hits here may be higher or lower than overall.
